Pf gamet viab: late stage P. falciparum gametocyte viability inhibitors, primary screen, ATP luminescence, HTS | actives 0.065% (n = 150,000) | P. falciparum stage V gametocytes, 24 h | inhibition, % at 10.9 µM;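 active = inhibition above the mean plus 3 SD of compounds within the control limits, set per campaign, cut at about 38% in these data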;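 also: 0% = DMSO wells and 100% = medium only without gametocytes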
Mcl1-Bid inh: Mcl-1/Bid binding inhibitors, primary screen, biochemical, TR-FRET, 1536-well; TR-FRET Mcl-1/Bid-Dy647 peptide binding; inhibition, % at 21.7 µM; actives 0.97% (n = 220,000); AID 1021, 2008;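 active = compounds that cut the binding signal by more than half at the single screening dose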;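 also: His-tagged Mcl-1 with europium anti-His antibody binding Bid BH3 peptide; 0% = Mcl-1 plus peptide wells and 100% = peptide-only wells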
Target sequence (Q07820 whole entry, looked up): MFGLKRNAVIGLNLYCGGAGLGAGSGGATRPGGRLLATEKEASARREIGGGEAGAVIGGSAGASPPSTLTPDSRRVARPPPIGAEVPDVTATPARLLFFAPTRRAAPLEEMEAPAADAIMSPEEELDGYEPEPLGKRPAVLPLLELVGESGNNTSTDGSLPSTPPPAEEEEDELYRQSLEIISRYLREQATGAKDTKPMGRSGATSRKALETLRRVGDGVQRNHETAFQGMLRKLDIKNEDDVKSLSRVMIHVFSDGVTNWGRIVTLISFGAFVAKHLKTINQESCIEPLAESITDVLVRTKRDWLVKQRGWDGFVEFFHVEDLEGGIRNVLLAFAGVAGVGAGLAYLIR
Mcl1 Noxa PPI: Mcl-1/Noxa binding inhibitors, primary screen, biochemical, TR-FRET, 1536-well | TR-FRET Mcl-1/Noxa peptide binding, 2 h | inhibition, % at 21.7 µM | actives 1.5% (n = 220,000);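 active = compounds that cut the protein-peptide binding signal by more than 50% relative to plate controls in a single-dose test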;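 also: His-tagged Mcl-1 with rhodamine Noxa BH3 peptide and terbium anti-His antibody; 0% = Mcl-1 plus Noxa peptide wells and 100% = peptide-only wells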
Rac1 wt GTP bind: wildtype Rac1 GTP binding modulators, primary screen, biochemical, GST-Rac1 beads, flow cytometry, multiplex | Ras-related C3 botulinum toxin substrate 1 (Homo sapiens), P63000 | fluorescent GTP binding; actives lie on both sides; 0 = cold GTP competed, 100 = untreated | GTP binding activity (% of control), % at 10 µM | actives 0.27% (n = 190,000) | AID 757, 2007;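 active = GTP binding activity at least 20 points away from the 100% control level, either lower or higher; inconclusive = compound flagged as likely green fluorescent, judged across all proteins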
Cdc42 wt GTP: modulators of GTP binding to wildtype Cdc42, primary screen, biochemical, multiplex bead flow cytometry, Bodipy-GTP; percent activity (GTP binding), % at 10 µM; GST-Cdc42 beads; actives lie on both sides; actives 0.2% (n = 190,000);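 active = percent activity GTP binding at least 20 points away from the 100% baseline, either down as inhibitor or up as activator; inconclusive = compound flagged as likely green fluorescent from well-wide comparison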;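 also: median bead fluorescence of bound Bodipy-FL-GTP at 100 nM; 0% = excess unlabeled GTP control and 100% = no compound control; below 100% means less GTP binding so inhibitor and above means activator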
Target sequence (P60953 whole entry, looked up): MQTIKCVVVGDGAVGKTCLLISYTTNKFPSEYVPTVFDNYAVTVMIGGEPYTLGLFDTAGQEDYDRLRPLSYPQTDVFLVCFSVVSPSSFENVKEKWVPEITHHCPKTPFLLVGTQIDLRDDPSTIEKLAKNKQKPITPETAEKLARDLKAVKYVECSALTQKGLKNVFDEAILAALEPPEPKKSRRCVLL
HRas wt GTP bind: modulators of GTP binding to HRas wildtype, primary screen, biochemical, bead-based flow cytometry, multiplex; GTPase HRas (Homo sapiens), P01112; GST-Ras wt beads, Bodipy-FL-GTP binding; actives lie on both sides; GTP binding activity, % at 10 µM; actives 0.14% (n = 190,000);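 active = GTP binding activity at least 20% away from the 100% baseline, either lowered as inhibitor or raised as activator; inconclusive = flagged as likely green fluorescent, judged across all proteins in the well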;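 also: 0% = unlabeled GTP competition control and 100% = no-compound control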
Target sequence (P01112 whole entry, looked up): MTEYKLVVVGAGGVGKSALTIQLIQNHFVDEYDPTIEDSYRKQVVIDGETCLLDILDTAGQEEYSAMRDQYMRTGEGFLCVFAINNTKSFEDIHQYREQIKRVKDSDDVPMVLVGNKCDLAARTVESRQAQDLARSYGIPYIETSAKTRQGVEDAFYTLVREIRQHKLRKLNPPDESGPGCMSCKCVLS
Rab2 wt GTP: modulators of GTP binding to Rab2A wildtype, primary screen, biochemical, dog, bead-based flow cytometry, multiplex; GST-Rab2 wt beads, Bodipy-GTP binding; GTP binding activity, % at 10 µM; actives 0.19% (n = 190,000); AID 760, 2007;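 active = GTP binding activity at least 20 points away from 100%, either lowered or raised; inconclusive = signal likely due to the compound's own green fluorescence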;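 also: 0% = beads with excess unlabeled GTP and 100% = no-compound control corrected for plate trend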
Rab7 wt GTP bind: modulators of GTP binding to Rab7, primary screen, biochemical, wildtype, multiplex bead flow cytometry; AID 758, 2007; GST-Rab7 beads, fluorescent GTP binding; actives lie on both sides; untreated = 100%, excess cold GTP = 0%; actives 0.055% (n = 190,000); GTP binding activity (percent of control), % at 10 µM; Rab7 GTPase wild type (dog), Bodipy-FL-GTP binding;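 active = fluorescent GTP binding to Rab7 beads changed by at least 20 points from the 100% baseline, either direction, mostly lower; inconclusive = compound itself probably fluorescent, or too few beads counted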;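 also: median green fluorescence of bound Bodipy-FL-GTP per Rab7 bead population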
Rac1 mut GTP: GTP binding modulators of activated mutant Rac1, primary screen, biochemical, bead-based flow cytometry, multiplex, fluorescent GTP. percent activity (GTP binding), % at 10 µM. GST-Rac1 activated beads; actives lie on both sides; 100% means binding = to untreated wells. Ras-related C3 botulinum toxin substrate 1 (Homo sapiens), P63000. actives 0.11% (n = 190,000). AID 764, 2007;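 active = GTP binding at least 20 percentage points away from the 100% baseline, in either direction, so actives lie on both sides; inconclusive = Compound likely fluorescent itself, or too few beads counted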
Avidin bead fluor: green autofluorescence of compounds with avidin beads – biophysical, 488/530 nm, flow cytometry, artefact control, profiling panel | compound fluorescence 488/530 nm; active compounds read high | fluorescence (KMESF) at 10 µM | actives 0.38% (n = 220,000) | AID 1775, 2009; in the data active = fluorescence above about 47; also: inactives centre near 10
Mcl-1 Bim block: inhibitors of Bim peptide binding to Mcl-1, primary screen, biochemical, bead-based flow cytometry, multiplex; inhibition, % at 10 µM; Bim peptide-Mcl-1 binding; Induced myeloid leukemia cell differentiation protein Mcl-1 (Homo sapiens), Q07820; actives 0.1% (n = 190,000); in the data active = inhibition above about 40%;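 also: 0% = no compound tracer wells and 100% = peptide blocker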
Active calls of the source: *; u = inconclusive; x = no result given.

SMILES	Pf gamet viab	Mcl1-Bid inh	Mcl1 Noxa PPI	Rac1 wt GTP bind	Cdc42 wt GTP	HRas wt GTP bind	Rab2 wt GTP	Rab7 wt GTP bind	Rac1 mut GTP	Avidin bead fluor	Mcl-1 Bim block
O=[N+]([O-])c1cc(S(=O)(=O)N2CCCC2)ccc1N/N=C/c1cccnc1	-11	-1	3	100	98	100	101	98	100	7	-5
CCOc1cc(NC(=S)NCCc2ccccc2)c(OCC)cc1NC(C)=O	6	-69	11	93	93	97	96	104	93	14	-2
Cc1cc(Cl)ccc1OCC(=O)OCC(=O)Nc1ccc(F)c([N+](=O)[O-])c1	x	4	24	97	77*	74*	64*	89	91	2	-2
COC(=O)c1ccccc1NC(=O)C1CCC(=O)N1S(=O)(=O)c1ccc(C)cc1 (centres undefined)	x	-1	5	99	99	97	98	99	96	7	0
Cc1cc(Cl)ccc1OCCCC(=O)NCc1ccccn1	-22	-1	-9	101	99	96	100	99	96	11	0
COc1ccc(CCNC(=O)COC(=O)Cn2cnc3ccccc32)cc1OC	-21	-18	7	96	97	100	101	101	98	10	-3
CCn1c(COc2ccccc2C)nc2ccccc21	x	1	-4	94	96	93	92	96	93	6	-5
O=C(Nc1ccc2c(c1)OCCO2)c1cc2sccc2n1Cc1ccc(F)cc1	x	-37	4	108	104	101	100	100	100	15	-3
O=C(CSc1nnc(NC(=O)c2ccc(S(=O)(=O)N3CCOCC3)cc2)s1)Nc1ccccc1C(F)(F)F	-53	-27	9	105	98	100	102	96	103	14	-2
O=C(c1ccccc1-n1cccn1)N1CCc2c([nH]c3ccccc23)C1c1ccccn1 (centres undefined)	-7	-60	2	99	97	99	98	106	94	6	-3
Cc1nn(-c2ccccc2)c(N2CCCC2)c1/C=N/NC(=S)Nc1ccccc1C(F)(F)F	4	-64	15	106	99	99	99	101	100	10	3
CC(=O)Nc1ccc(NC(=O)CSc2nnc(COc3ccccc3C)n2CC2CCCO2)cc1 (centres undefined)	-3	-10	-20	99	99	96	97	97	97	22	-1
COc1ccc(/C=C(/C#N)C(=O)Nc2cccnc2)cc1OC	-8	-2	16	100	101	95	97	95	100	14	-3
Cc1nn(-c2ccc([N+](=O)[O-])cc2)c2c1C(c1ccc(OC(F)F)cc1)N1C(=N2)C(=O)Nc2ccccc21 (centres undefined)	-103	-1	-3	100	96	99	98	97	101	10	-2
O=C(Nn1c(-c2ccc(Br)cc2)nc2ccccc2c1=O)c1ccncc1	-4	1	24	93	90	91	91	92	94	18	1
Cc1c(C(=O)C(=O)NCCCn2ccnc2)c2ccccc2n1C	18	-7	12	103	99	98	98	98	98	10	2
O=C1c2ccccc2-c2nc3ccccc3nc21	-14	28	11	u	u	u	u	u	u	6	3
O=C(NC(=S)N1CCN(c2ccc(Cl)cc2[N+](=O)[O-])CC1)c1ccco1	-15	-45	19	104	103	101	99	101	102	2	-4
COc1ccc(OCC(=O)NNC(=O)c2cccc(C)c2)cc1	x	-22	3	95	94	97	98	105	93	9	1
O=C(Nc1nccs1)[C@@H]1CCCN1C(=O)c1cccs1	5	-11	-3	100	95	96	96	91	96	12	3
Cc1cccc(NC(=S)NCc2ccc3[nH]c4c(c3c2)CCCC4)c1	x	-9	7	101	99	99	98	101	99	2	-2
N/C(=N\OS(=O)(=O)c1ccccc1)c1cccnc1	-4	-35	32	107	104	103	101	99	104	11	-2
CCc1ccccc1NC(=O)CSc1nc2n[nH]c(C)c2c(=N)n1-c1cccc(OC)c1	x	-6	28	u	u	u	u	u	u	6	-4
O=[N+]([O-])c1ccc2c(c1)C(N1CCOCC1)/C(=C/COc1ccc(F)cc1)O2 (centres undefined)	x	-6	8	96	98	98	95	98	94	33	-1
O=C(NCc1ccc(F)cc1)c1c2c(nc3ccccc13)CCN(Cc1ccccc1)C2	x	-52	2	101	102	98	96	100	95	6	-1
Next structures:
SMILES	Pf gamet viab	Mcl1-Bid inh	Mcl1 Noxa PPI	Rac1 wt GTP bind	Cdc42 wt GTP	HRas wt GTP bind	Rab2 wt GTP	Rab7 wt GTP bind	Rac1 mut GTP	Avidin bead fluor	Mcl-1 Bim block
CCOC(=O)c1cnc2sc3c(n2c1=O)CCCC3	2	-19	2	89	91	88	91	93	94	12	0
C=CCn1c(-c2csc3ccccc23)n[nH]c1=S	-4	-55	18	95	100	100	100	92	97	13	-5
CCCn1c(=O)c(C(=O)NNS(=O)(=O)c2ccc(C)cc2)c(O)c2ccccc21	15	-49	-69	99	96	99	97	96	97	9	-6
CC1(C)Cc2ccccc2C(N/N=C/c2cccc(F)c2)=N1	-5	-24	19	105	103	101	100	95	103	13	0
O=C(CCc1ccccc1)Nc1nncs1	x	-1	-6	97	97	97	96	98	96	14	-1
COc1ccc(C(=O)CSc2nnc(C(CO)NC(=O)c3ccc(OC)cc3)n2C)cc1 (centres undefined)	x	2	15	99	100	100	98	97	95	16	-4
O=C(COC(=O)CNC(=O)c1cccc([N+](=O)[O-])c1)Nc1nc2ccccc2s1	-10	-13	12	102	102	99	99	96	95	1	-4
CCCn1c(NCc2ccco2)nc2ccccc21	x	-14	1	106	103	103	103	106	101	9	0
CCN(CC)CCNC(=S)Nc1ccc(F)cc1	0	-43	9	100	100	96	97	97	95	9	-3
CCOC(=O)c1c(-c2ccccc2)csc1NC(=O)CSc1nc(N)cc(N)n1	x	-20	-3	101	102	102	100	100	100	9	-7
CCOC(=O)Cc1csc(NC(=O)C(C)Oc2ccc3c(C)cc(=O)oc3c2)n1 (centres undefined)	-7	8	-9	94	97	97	96	99	97	10	-7
CC(C)NC(=S)N1CCN(C(c2ccccc2)c2ccccc2)CC1	6	-26	1	102	101	99	100	100	100	13	-4
CCN(CC)S(=O)(=O)c1ccc(NC(=O)Cc2cccs2)cc1	16	-59	16	u	u	u	u	u	u	6	2
O=C(N/C(=C/C=C\c1ccccc1)C(=O)N1CCOCC1)c1ccc(Br)cc1	-8	2	6	100	100	97	101	97	97	9	0
CCOCc1cc(C2NC(=O)NC(C)=C2C(=O)OCC)ccc1OC (centres undefined)	x	-15	-14	93	92	93	93	90	94	9	5
Cc1cc(NC(=O)CSc2ccc(-c3cccc([N+](=O)[O-])c3)nn2)no1	-12	-6	-13	93	92	95	94	101	92	24	0
COc1ccc(CNCCNC(=O)c2cccs2)c(OC)c1OC	11	2	24	99	100	97	97	97	97	11	-1
Cc1c(-c2nc(-c3cccnc3)no2)cccc1[N+](=O)[O-]	-13	-21	14	96	95	96	95	92	93	13	1
CCOc1ccc(N2CC(C(=O)NCCc3ccc(OC)c(OC)c3)CC2=O)cc1 (centres undefined)	x	-5	-9	105	101	103	100	103	100	8	-1
O=C(CCc1ccccc1)Nc1nc2n(n1)C(c1ccc(Cl)cc1)CC(=O)N2 (centres undefined)	x	-30	11	99	101	100	101	101	96	14	-4
CN(c1ccccc1)S(=O)(=O)c1cc(Cl)ccc1Cl	3	-13	-8	95	95	96	96	103	95	25	2
COc1ccc(S(=O)(=O)Nc2ccc3c(c2)OCO3)cc1	x	-60	16	100	99	97	97	97	98	8	0
COc1ccc(-c2nn(C)c(=O)c3ccccc23)cc1NC(=O)Cn1nc(-c2ccccc2)c2ccccc2c1=O	-4	-18	-41	96	97	99	95	94	92	29	0
Cn1ncc([N+](=O)[O-])c1C(=O)Nc1ccc(-c2nc3ccccc3[nH]2)cc1	x	-21	10	96	96	96	96	97	96	x	3
COc1cccc(C(=O)N(CN2CCCC2=O)c2cc(C)on2)c1	x	0	-5	101	95	96	96	95	94	12	-3
Continuation:
SMILES	Pf gamet viab	Mcl1-Bid inh	Mcl1 Noxa PPI	Rac1 wt GTP bind	Cdc42 wt GTP	HRas wt GTP bind	Rab2 wt GTP	Rab7 wt GTP bind	Rac1 mut GTP	Avidin bead fluor	Mcl-1 Bim block
O=[N+]([O-])c1nn(-c2ccc(Cl)cc2)n(O)c1=NCc1ccccc1	-14	-7	16	94	93	95	97	102	90	8	0
N#Cc1ccc(CSc2nnc(NC(=O)C3CC(=O)N(c4ccc5c(c4)OCCO5)C3)s2)cc1 (centres undefined)	x	-34	31	96	95	95	94	96	93	2	-2
COc1cccc(CNC(=S)NC2CC2)c1	-30	-16	-11	100	98	98	96	94	98	6	-1
CCc1cccc(OCCCCN(CC)CC)c1	x	37	-95	102	104	104	104	104	98	14	0
CN(C)S(=O)(=O)Oc1cccc(C(=O)Nc2ccccc2Cl)c1	x	0	5	105	104	101	99	97	100	31	-4
COc1cc(C(=O)NCC(c2cccnc2)N2CCN(c3ccccc3)CC2)cc(OC)c1OC (centres undefined)	x	13	6	106	103	103	101	105	101	6	-2
O=c1[nH]c(/C(=N\O)c2ccccc2)no1	x	-16	x	u	u	u	u	u	u	9	7
Cc1cc(CN2CCCC(CNC(=O)c3ccc(F)cc3)C2)cc(C)c1O (centres undefined)	x	-38	10	103	97	102	98	102	96	11	-2
COC(=O)c1sccc1NC(=O)c1cc(-c2ccc(C)cc2)nc2ccccc12	-9	-8	16	103	105	104	104	102	100	37	0
Cc1cc(=O)c2ccc(Cl)cc2[nH]1	x	-10	-1	103	102	100	100	97	98	11	-3
O=C(CSc1nc2ccccc2s1)Nc1cc(C(=O)O)cc(C(=O)O)c1	15	-12	20	99	98	95	96	103	94	16	-1
CCN(CCCNC(=O)CC1Oc2ccc(C)cc2NC1=O)Cc1ccccc1 (centres undefined)	x	0	30	107	108	104	105	103	100	8	-2
CCOC(=O)c1ccc(CNCc2ccc(C)cc2)cc1	x	2	6	105	106	99	100	102	96	14	-1
CC(C)(C)OC(=O)NCC(=O)N1CCC(C(=O)O)CC1	17	-23	-1	101	104	103	104	99	98	6	-1
Cc1ccc(-c2nnn(Cc3nc4ccccc4s3)n2)cc1	-19	11	-2	100	98	95	94	93	94	37	-5
CCOC(=O)C(=O)Nc1cc(Cl)ccc1C	x	-1	5	101	102	100	96	97	98	6	-4
O=C(CSc1ncn[nH]1)c1ccco1	x	-15	30	107	103	98	98	97	98	30	-6
CC(=O)CC(=O)Nc1ccc(Cl)cn1	2	-20	-18	97	95	95	97	100	96	12	-10

Bioassay records: PubChem BioAssay, several laboratories
